Screening results: PubChem, Johns Hopkins Ion Channel Center
CHT allo act – CHT positive allosteric modulators, primary screen, cell-based, membrane potential dye, choline EC20; High affinity choline transporter 1 (Homo sapiens), Q9GZV3; CHT-expressing cells; hits give high values; LV-AA mutant CHT in HEK293 cells; B-score at 10 µM; 0.49% of 310,000 active; AID 488977, 2010;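 active means initial fluorescence not abnormally high and integrated response B-score, plate-corrected, over 3 SD above library mean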
Target sequence (Q9GZV3 whole entry, looked up): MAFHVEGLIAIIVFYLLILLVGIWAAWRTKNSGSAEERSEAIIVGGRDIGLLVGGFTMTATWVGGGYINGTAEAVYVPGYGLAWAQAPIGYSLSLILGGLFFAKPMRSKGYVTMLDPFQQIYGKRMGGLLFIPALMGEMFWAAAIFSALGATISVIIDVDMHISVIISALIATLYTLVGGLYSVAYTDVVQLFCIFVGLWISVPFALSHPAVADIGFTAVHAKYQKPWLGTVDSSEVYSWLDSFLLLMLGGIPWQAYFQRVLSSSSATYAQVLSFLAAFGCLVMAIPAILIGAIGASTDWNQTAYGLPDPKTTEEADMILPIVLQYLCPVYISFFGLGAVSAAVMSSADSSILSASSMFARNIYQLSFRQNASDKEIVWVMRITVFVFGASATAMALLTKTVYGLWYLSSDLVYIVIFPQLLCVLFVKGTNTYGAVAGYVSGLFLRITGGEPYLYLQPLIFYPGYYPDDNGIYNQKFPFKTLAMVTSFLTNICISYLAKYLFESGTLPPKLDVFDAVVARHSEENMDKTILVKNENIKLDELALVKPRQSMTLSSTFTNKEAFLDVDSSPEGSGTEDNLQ
CHT inh – inhibitors of human choline transporter CHT; High affinity choline transporter 1 (Homo sapiens), Q9GZV3; CHT-expressing cells, membrane potential dye, choline response; hits give low values; B-score at 10 µM; 0.86% of 310,000 active; AID 488975, 2010;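 active means B-score over 3 SD under the library average, and starting fluorescence ratio not unusually high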;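 further: choline stimulus applied at its EC90 after an EC20 pre-addition; B-score computed on integrated fluorescence ratio after choline addition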
Calls only; i = inactive.

Under each structure – CHT allo act	CHT inh
COCc1cc(=O)n2[nH]c(-c3ccsc3-n3c(C)ccc3C)cc2n1
    i	i
O=C1C2C3C=CC(CC3)C2C(=O)N1c1ccc(Br)cc1[N+](=O)[O-] (centres undefined)
    i	i
Oc1ccccc1CNc1ccc(OC(F)(F)F)cc1
    i	i
Cc1ccc([N+](=O)[O-])c(OCCN2CCC(Cc3ccccc3)CC2)c1
    i	i
COc1ccc2c(c1)C(=O)c1ccccc1CO2
    i	i
O=C(NCCc1ccccc1)C1CCCN1S(=O)(=O)c1ccccc1 (centres undefined)
    i	i
CC(=O)N1CCN(c2ccc(NC(=O)/C=C/c3ccccc3)cc2)CC1
    i	i
COc1cccc(CC(=O)Nc2ccccc2N2CCCC2)c1
    i	i
Cc1ccc2c(c1)N(CC(=O)NCCCN1CCOCC1)C(=O)C(C(C)C)O2 (centres undefined)
    i	i
O=C(Nc1ccc(C(F)(F)F)cc1-c1ccccc1)c1ccccc1
    i	i
Cc1cccc2cc(/C=N/NC(=O)CN3CCCCC3)c(Cl)nc12
    i	i
Clc1ccc(-c2nnc3n2CCCCS3)cc1
    i	i
COc1ccc(CC(=O)NNC(=O)c2ccc(Br)o2)cc1
    i	i
Cc1c(C(=O)Nc2nnc(SCc3ccccc3Cl)s2)cccc1[N+](=O)[O-]
    i	i
COc1ccc(-c2nc3ccccn3c2NC2CCCCC2)cc1SC1CCCCC1
    i	i
CSc1ccccc1NC(=O)C1CC(c2ccccc2Cl)=NO1 (centres undefined)
    i	i
CCN1CCN(C(=O)c2sc3nc(C)nc(N4CCC(C)CC4)c3c2C)CC1
    i	i
Cc1nnsc1C(=O)NC(=O)Nc1ccc(F)c(Cl)c1
    i	i
CCCCC(=O)Nc1cc(OCC)c(NC(=S)NC)cc1OCC
    i	i
COc1ccc(CC(C(=O)Nc2cccc(F)c2)c2nn[nH]n2)c(OC)c1 (centres undefined)
    i	i

Additional records follow.
Under each structure – CHT allo act	CHT inh
Cc1cccc2c(C(=O)O)cc(-c3cccnc3)nc12
    i	i
Cc1cccc(C)c1NC(=S)NCCCN1CCCC1=O
    i	i
CCc1c(OC(C)=O)c2ccccc2n(C)c1=O
    i	i
CC(C)CN(C(=O)c1nn(C)c(=O)c2ccccc12)c1nc2ccccc2s1
    i	i
COC(=O)c1ccc(C2c3[nH]c4ccccc4c3C[C@H]3C(=O)N(C4CCN(Cc5ccccc5)CC4)CC(=O)N23)cc1 (some centres undefined)
    i	i
COc1ccc(/C=C2\N=C(C)OC2=O)cc1[N+](=O)[O-]
    i	i
CC(OC(=O)Cc1c(F)cccc1Cl)C(=O)NC1(C#N)CCCCC1 (centres undefined)
    i	i
Cc1ccc(C(=O)Nc2nnc(-c3cccs3)s2)cc1C
    i	i
O=C(O)CCc1ccc(-c2ccc(F)cc2)n1CC1CCCO1 (centres undefined)
    i	i
CCOc1cc(C(=S)N2CCOCC2)ccc1OS(=O)(=O)c1ccccc1
    i	i
Cc1ccc(S(=O)(=O)N(C(=O)c2ccncc2)c2ccc(OC(=O)c3ccncc3)c3ccccc23)cc1
    i	i
CCCCn1c(C(C)O)nc2ccccc21 (centres undefined)
    i	i
Cc1ccc(S(=O)(=O)Nc2ccc(C(OC(=O)c3ccccc3[N+](=O)[O-])(C(F)(F)F)C(F)(F)F)cc2)cc1
    i	i
C=C(C)COc1ccc(-c2ncncc2-c2ccc(Br)cc2)c(O)c1
    i	i
COc1ccc(NC(=O)c2ccccc2F)cc1Cl
    i	i
Cc1onc(-c2ccccc2)c1C(=O)NCC(O)c1ccccc1 (centres undefined)
    i	i
O=C1c2ccccc2CN1C(CO)c1ccccc1 (centres undefined)
    i	i
CN1CCN(CC(=O)Nc2sc3c(c2C(=O)Nc2ccccc2)CCCC3)CC1
    i	i
CC(C)(O)c1ccc2c(c1)CCC1C(C)(C(=O)O)CCCC21C (centres undefined)
    i	i
COc1ccc(C(c2c(O)nc(SC)n(C)c2=O)c2c(O)nc(SC)n(C)c2=O)cc1O
    i	i

Four entries from above, as labelled records:
> C=C(C)COc1ccc(-c2ncncc2-c2ccc(Br)cc2)c(O)c1
- CHT allo act: i
- CHT inh: i

> Cc1cccc2c(C(=O)O)cc(-c3cccnc3)nc12
- CHT allo act: i
- CHT inh: i

> Cc1ccc2c(c1)N(CC(=O)NCCCN1CCOCC1)C(=O)C(C(C)C)O2 (centres undefined)
- CHT allo act: i
- CHT inh: i

> COc1ccc(C(c2c(O)nc(SC)n(C)c2=O)c2c(O)nc(SC)n(C)c2=O)cc1O
- CHT allo act: i
- CHT inh: i

(more compounds)
Under each structure – CHT allo act	CHT inh
O=C(CSc1nc2ncccc2[nH]1)NCc1ccco1
    i	i
CCOc1ccc2nc(N3CCCC(C(=O)NC4CCCC4)C3)sc2c1 (centres undefined)
    i	i
Cc1cccnc1NC(=O)Cn1c(=O)oc2ccccc21
    i	i
O=C(N[C@H](Cc1cc(=O)[nH]c2ccccc12)C(=O)O)c1ccc(Cl)cc1
    i	i
COc1ccc(-n2nc(C(=O)NCC(=O)N3CCCC3)c3ccccc3c2=O)cc1
    i	i
NS(=O)(=O)c1ccc(CCNC(=O)C(=O)Nc2cc3c4c(c2)CC(=O)N4CCC3)cc1
    i	i
CC(C)c1cc(C(=O)OCC(=O)N2CCN(C(=O)c3ccco3)CC2)c(O)c(C(C)C)c1
    i	i
CCCOc1ccc(NC(=O)CC2C(=O)N(CC)C(=S)N2Cc2cccs2)cc1 (centres undefined)
    i	i
CCOC(=O)C1=C(C)N(CCCC(=O)O)C(=O)NC1c1cccs1 (centres undefined)
    i	i
Cc1ccc(C)c(CN2C(=O)CSc3ccc(C(=O)N4CCCC4)cc32)c1
    i	i
CC1CCCN(c2nc3nonc3nc2Nc2ccccc2F)C1 (centres undefined)
    i	i
Cc1nnc(SCC(=O)Nc2nc(-c3ccc(F)cc3)cs2)[nH]c1=O
    i	i
Cc1ccc(N(CCC#N)C(=O)COC(=O)c2ccccc2SCC(=O)N2CCCC2)cc1
    i	i
Cc1cc(C(F)(F)F)c2c(C)nn(CCc3nn[nH]n3)c2n1
    i	i
Cn1ncc(Cl)c(Oc2ccc(C(C)(C)C)cc2)c1=O
    i	i
COC(=O)c1cc(O)cc(OC)c1Oc1cc(C)cc(O)c1C(=O)O
    i	i
COCC(=O)Nc1cc(C)c2c(=O)oc3ccccc3c2n1
    i	i
CCN(CC)c1ccc(Nc2nc(Cl)ncc2Br)cc1
    i	i
O=C(/C=C/c1ccccn1)c1ccc(Br)cc1O
    i	i
CCC(=O)N1CCc2cc(Br)cc(S(=O)(=O)NCCN3CCCC3)c21
    i	i

(next part)
Under each structure – CHT allo act	CHT inh
COc1cc([N+](=O)[O-])c(N2CCOCC2)c([N+](=O)[O-])c1OC
    i	i
CCc1ccc(-c2nn[nH]n2)cc1
    i	i
O=C(Nc1cccc2ccccc12)N1CCN(c2ncccn2)CC1
    i	i
CN1CCN(C(=O)CCN2C(=O)c3ccccc3C2=O)CC1
    i	i
COc1ccc(Nc2nc(-c3cccc(OC)c3O)nc3ccccc23)cc1
    i	i
CCOC(=O)c1c(NC(=O)OC)sc2c1CCC2
    i	i
CCC(C)Nc1nc(-c2c[nH]c3ccccc23)cs1 (centres undefined)
    i	i
COc1ccc2c(O)c(-c3c(C)cc(C)cc3C)c(=O)[nH]c2c1
    i	i
Cc1cc(Nc2ccc(N3CCC(C)CC3)cc2)n2ncnc2n1
    i	i
COc1ccc(NC(=O)C2CCN(C(=O)[C@@H]3Cc4ccccc4CN3C(=O)OC(C)(C)C)CC2)cc1
    i	i
Cc1c(C(=O)N2CCN(CCc3ccccc3)CC2)oc2ccccc12
    i	i
CCCCC(=O)NC(=S)Nc1c(C)cc(Br)cc1C
    i	i
Cc1cc(C)c(NC(=O)CN2CCOCCOCCOCCOCC2)c(C)c1
    i	i
O=C(Nc1ccccc1F)Nc1ccccc1Br
    i	i
CCCn1nnnc1NC(=O)COc1ccc(CC)cc1
    i	i
COc1ccc(C(=O)N2C(=O)c3ccc(N)cc3C2=O)cc1
    i	i
O=C(O)c1cccc(N2C(=O)c3cccc4c(Cl)ccc(c34)C2=O)c1
    i	i
COc1ccc(C(=O)COC(=O)CNC(=O)c2ccc(Cl)cc2Cl)c(OC)c1
    i	i
COc1cccc(/C=N/Nc2snc(SC)c2C#N)c1
    i	i
COc1ccc(-n2c(O)c(/C=N/NS(=O)(=O)c3ccc(C)c([N+](=O)[O-])c3)c3ccccc3c2=O)cc1OC
    i	i

Next part:
compound	CHT allo act	CHT inh
CCOC(=O)c1c(CC(C)C)csc1/N=C/C1C(=O)CC(C)(C)CC1=O	i	i
O=C1NN=C(c2ccc(Cl)cc2)CC1c1c[nH]c2ccccc12 (centres undefined)	i	i
COC(=O)c1cc(Br)c(=O)n(-c2ccccc2F)c1	i	i
CCOc1ccccc1CN1CCN(Cc2c[nH]c3ccccc23)CC1CCO (centres undefined)	i	i
NC(=O)c1ccc(NC(=O)COC(=O)/C=C/c2cn(-c3ccccc3)nc2-c2cccnc2)cc1	i	i
Cc1ccc(-c2nc(CS(=O)CC(=O)NCCCN3CCN(Cc4ccccc4)CC3)c(C)o2)cc1 (centres undefined)	i	i
COc1ccc(CCNC(=O)COc2ccc(C)nc2[N+](=O)[O-])cc1OC	i	i
FC(F)(F)c1cccc(CN2CCCCCC2)c1	i	i
C=CC(=O)Oc1ccc(N2Cc3ccccc3C2=O)cc1	i	i
CCCCn1c(N)c(N(CCOC)C(=O)C2CC(=O)N(Cc3ccc(C)cc3)C2)c(=O)[nH]c1=O (centres undefined)	i	i
O=C(Cc1ccc(Cl)cc1)Nc1cccc2ncccc12	i	i
Cc1cc(C)n2nc(SCc3nnc(SCc4ccccc4Cl)s3)nc2n1	i	i
COC(=O)C1=C(C)NC(=O)/C1=C\c1cc(C)n(-c2ccccc2F)c1C	i	i
Clc1ccc(CON/C=N/c2ncnc3sccc23)cc1	i	i
O=C(N/N=C/c1ccc2c(c1)OCO2)c1ccc(Cn2cc([N+](=O)[O-])cn2)o1	i	i

Single records (already shown). Screens in order: CHT allo act | CHT inh
CCCn1nnnc1NC(=O)COc1ccc(CC)cc1 in the list: i | i
CCC(C)Nc1nc(-c2c[nH]c3ccccc23)cs1 (centres undefined) in the list: i | i
CCCCn1c(N)c(N(CCOC)C(=O)C2CC(=O)N(Cc3ccc(C)cc3)C2)c(=O)[nH]c1=O (centres undefined) in the list: i | i

The list goes on:
compound	CHT allo act	CHT inh
N#Cc1ccc(-c2nc3cc(Cl)ccc3c(=O)n2O)cc1	i	i
O=C(Nc1ccc2c(c1)oc1ccccc12)N1CCOCC1	i	i
O=C(O)[C@H](Cc1ccccc1)NC(=O)N1CCN(c2ccc(F)cc2)CC1	i	i
CN(C)CCCN(C(=O)c1ccc(S(=O)(=O)N2CCc3ccccc3C2)cc1)c1nc2c(F)cc(F)cc2s1	i	i
O=C(NCc1cccs1)Nc1ccc2c(c1)OCO2	i	i
COc1ccccc1N1CCN(/N=C/c2ccc(O)c(O)c2)CC1	i	i
COC(=O)c1ccccc1NC(=O)c1cccnc1	i	i
CCOC(=O)c1c(NC(C)=O)no[n+]1[O-]	i	i
CCOc1ccc(Cc2onc3c2C(=O)CCC3)cc1OCC	i	i
NC1=NC(=O)C2(COC(c3cccc([N+](=O)[O-])c3)OC2)S1 (centres undefined)	i	i
Cc1cc(C(=O)NNC(=O)c2cccc(Cl)c2)no1	i	i
Cc1ccc(Cl)cc1N1CCN(C(=O)C2CCN(c3nnc(-n4cccc4)s3)CC2)CC1	i	i
CC(OC(=O)c1cccc(-n2cnnn2)c1)C(=O)N(C)c1ccccc1 (centres undefined)	i	i
CN1CCN(c2ccc(NC(=O)c3cccs3)cc2)CC1	i	i
COC(=O)c1cnn2c1C(=O)N(Cc1cccs1)CC2	i	i

(continued)
compound	CHT allo act	CHT inh
COc1cccc(/C=N/NC(=O)C(C)Sc2ccccc2)c1 (centres undefined)	i	i
COc1ccc2[nH]c3c(C)c4ccncc4c(C)c3c2c1	i	i
CN1CC(=O)N(CC(=O)Nc2ccc(Cl)c(C(F)(F)F)c2)C1=O	i	i
CCC(C)NC(=O)CSc1nc(-c2cccs2)cc(C(F)(F)F)n1 (centres undefined)	i	i
COc1ccccc1CCC(=O)OCC(=O)NC1CCCCC1	i	i
Cc1ccccc1NC(=O)CCN1C(=O)c2ccccc2C1=O	i	i
CC1Cc2nc(SCC(N)=O)n(C)c(=O)c2S1 (centres undefined)	i	i
CC1Cc2ccccc2N1C(=O)CN(C)S(=O)(=O)c1cccc2cccnc12 (centres undefined)	i	i
Cc1nc2ccccn2c1C(=O)NNC(=O)Nc1ccccc1	i	i
O=C(O)c1ccc(NC(=O)c2ccc3c(c2)C(=O)N(CC2CCCO2)C3=O)cc1 (centres undefined)	i	i
C=C(C)C(=O)N1CC2(CC(c3cccc(NC(=O)c4ccccc4)c3)=NO2)C[C@@H]1C(N)=O (some centres undefined)	i	i
COc1ccc(N2C(=O)CC(Sc3nc4ccccc4s3)C2=O)cc1 (centres undefined)	i	i
COc1ccc(NS(=O)(=O)c2ccc(SC)cc2)c(OC)c1	i	i
CCOC(=O)Nc1sc2c(c1C(=O)OCC)CCC2	i	i
COc1ccccc1NC(=O)Nc1ccc2c(c1)OCCO2	i	i
Cc1nn(Cc2cccc(Oc3ccccc3)c2)c(C)c1NC(=O)NC12CC3CC(CC(C3)C1)C2	i	i
N#Cc1cc2cc3c(cc2nc1SCC(=O)N1CCOCC1)OCO3	i	i
CCC(C)(C(=O)NC1CCCCC1)N(Cc1ccco1)C(=O)c1ccc2c(c1)OCO2 (centres undefined)	i	i
